# N370S GC mod – N370S glucocerebrosidase modulation, Gaucher chaperone candidate; 330,000 compounds, 0.092% hits; N370S GC spleen homogenate, 4MU-glucoside fluorescence; AID 2101; Potency, µM (highest dose often 59.4 µM), inactives show at the top dose activity change, negative = inhibition, usual class: inhibitors;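 further: 0% = full enzyme activity and -100% = no enzyme basal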
# TDP1 inh – blocks human tyrosyl-DNA phosphodiesterase 1; Q9NUW8; recombinant TDP1, AlphaScreen DNA substrate cleavage; Potency, µM (doses to about 130 µM), inactives show at the highest dose activity change, negative = inhibition, actives largely listed as inhibitors; 350,000 compounds, 0.28% hits; AID 485290; further: nearly all actives have a fitted effect of over 40% in size
#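 Recombinant human Tdp1 (E. coli-expressed, 1 nM final) preincubated with compounds 15 min at room temperature, then 5'-biotin/3'-phosphotyrosine-FITC DNA substrate (15 nM final) added for 5 min. AlphaScreen beads (10 ug/ml final) added 10 min; cleavage lowers signal.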
# FEN1 inhibitor – blocks human flap endonuclease 1. P39748. Recombinant FEN1 flap cleavage, fluorescence, 15 min. Potency, µM (top dose mostly 114 µM), without a hit: at the top dose activity change, negative = inhibition, hits mostly inhibitors. 390,000 compounds, 0.35% hits; further: nearly all actives have a fitted effect of over 65% in size
# Target sequence (P39748 whole entry, looked up): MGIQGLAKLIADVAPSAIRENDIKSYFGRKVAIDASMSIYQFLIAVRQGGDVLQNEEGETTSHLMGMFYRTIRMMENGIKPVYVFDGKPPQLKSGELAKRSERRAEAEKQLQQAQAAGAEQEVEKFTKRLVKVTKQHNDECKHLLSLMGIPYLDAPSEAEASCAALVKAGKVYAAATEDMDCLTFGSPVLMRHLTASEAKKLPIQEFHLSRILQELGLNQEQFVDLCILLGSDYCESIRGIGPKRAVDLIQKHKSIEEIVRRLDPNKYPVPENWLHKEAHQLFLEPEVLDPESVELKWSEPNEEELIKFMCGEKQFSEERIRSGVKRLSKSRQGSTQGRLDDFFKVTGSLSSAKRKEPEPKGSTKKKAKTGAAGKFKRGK
#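 Nuclease activity of 10 nM FEN1 was measured after 15 min of room-temperature exposure to titrated compounds, by adding 50 nM flap substrate and reading plates at 0 and 15 min.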
# * hit, by the source's call; ? = inconclusive; / = no result given; & = joins results of further samples; [ ] = dose if it differs, or a comment. The call rests on the fitted dose curve; in most records, active means well fitted curve in the direction sought with a large enough effect; inconclusive means small, poorly fitted or top-dose-only effect, or another doubt; inactive means no such curve, though single readings can be large; an effect the other way counts as inactive or inconclusive. Unless noted, on the % scale 0 is the no-effect control and ±100 the full control effect; potency means the concentration at half of the fitted maximal effect.
SMILES,N370S GC mod,TDP1 inh,FEN1 inhibitor
COc1ccc([N+](=O)[O-])cc1NS(=O)(=O)c1cccc(C(=O)O)c1,1%,-1%,1%
COc1cccc(-c2cc(=O)c3ccc(OC)cc3o2)c1,18%,5%,/
CC(C(=O)Nc1ccc(S(=O)(=O)Nc2ncccn2)cc1)N1C(=O)c2ccccc2S1(=O)=O (stereo not given),0%,0%,11%
CCOc1ccc(S(=O)(=O)NCCC(=O)NCc2ccc(OC)c(OC)c2)cc1,/,0%,17%
COc1cccc(S(=O)(=O)NC2CCN(C#N)C2)c1 (stereo not given),/,1%&0%,-4%
CC1C2CC(C/C2=N/NC(=O)c2cccs2)C1(C)C (stereo not given),18%,0%,2%
Cc1ccc(C(=O)NCc2ccncc2)cc1S(=O)(=O)N1CCOCC1,-1%,2%[56.1 µM],21%
ONC(=Nc1cccc(C(F)(F)F)c1)c1cccnc1,-4%,0%,16%
CC(O)CNc1nc2c(c(=O)n(C)c(=O)n2C)n1Cc1cccc(C(F)(F)F)c1 (stereo not given),23%,1%,0%
Nc1nnc(CSCc2ccc(Cl)cc2Cl)s1,3%,3%,-7%
O=C(Cc1n[nH]c(=O)c2ccccc12)NCc1ccccc1,1%,0%,4%
CCOC(=O)c1cc(C)n(Cc2cccc(OC)c2OC)c1C,-1%,8%,-12%

# The closing three compounds of the section before come first, to join the parts.
SMILES,N370S GC mod,TDP1 inh,FEN1 inhibitor
Nc1nnc(CSCc2ccc(Cl)cc2Cl)s1,3%,3%,-7%
O=C(Cc1n[nH]c(=O)c2ccccc12)NCc1ccccc1,1%,0%,4%
CCOC(=O)c1cc(C)n(Cc2cccc(OC)c2OC)c1C,-1%,8%,-12%
COc1ccc(-c2oc3ccc(C)cc3c(=O)c2O)cc1OC,1%,8%[56.1 µM],/
O=C(COC(=O)Cn1cc(C(F)(F)F)ccc1=O)NCc1ccccc1,2%,-15%,1%
CC(C(=O)NC1C(=O)N2C(C(=O)O)=C(CSc3nnnn3C)CSC12)n1cc(Br)cn1 (stereo not given),18%,-5%,3%
Cc1cc(C(=O)Oc2cccnc2)ccc1[N+](=O)[O-],-19%,5%,-9%
O=C(CSc1nnc2nnc3ccccc3n12)N1CCOCC1,-15%,2%,3%
Cc1ccc(NC(=O)CNc2ccc(N3CCOCC3)cc2)cc1S(=O)(=O)N(C)C,-1%,6%,0%
CCCCC(CCC(=O)O)(C(=O)OCC)c1csc(N)n1 (stereo not given),8%,6%,9%
OCCC1CN(Cc2c(F)cccc2Cl)CCN1C1CCCCC1 (stereo not given),-15%,5%,-12%
O=S1(=O)C[C@@H](O)[C@@H](Nc2ccccc2)C1,-1%,10%,7%
C[C@H]1CN([C@@H](C)CO)C(=O)Cc2cc(NC(=O)Cn3cnnn3)ccc2O[C@H]1CN(C)Cc1ccncc1,/,2%,17%
Cc1cccc(C)c1NC(=O)Cn1cc(C(=O)c2ccco2)c2ccccc21,/,-1%,-14%
C=CCn1c(COc2ccc(F)cc2)nnc1SCC(=O)NC1CCCC1,-6%,/,1%
Cc1cccc(NC(=O)c2cc(Cl)ccc2[N+](=O)[O-])c1,-1%,3%,1%
Cc1ccc(C)c(Cn2cc(CCC(=O)NC3CCCCC3)c3ccccc32)c1,/,-3%,1%
O=C(Nc1ccc2c(c1)OCO2)C1CCCN1C(=O)Nc1ccccc1F (stereo not given),8%,7%,5%
COc1ccc(C2C(C(=O)N3CCCCC3)CCC(=O)N2c2cc(OC)c(OC)c(OC)c2)cc1 (stereo not given),-1%,0%,2%
CCOc1ccc(S(=O)(=O)N2CCN(C(=O)C3CCC3)CC2)cc1,3%,/,5%
O=C(Nc1ccc2c(c1)N(C1CCCC1)C(=O)c1ccccc1S2)c1ccccc1,/,-2%,-3%
Cc1ccc(C(=O)CSc2nnc(-c3ccccc3)n2-c2ccccc2)o1,24%,0%,-11%
Cc1onc(-c2ccccc2Cl)c1C(=O)NCCN1CCOCC1,2%,0%,3%
COc1ccccc1CNC(=O)c1sccc1-c1ccccc1,-2%,5%,5%
Cc1nc(-c2ccc(S(=O)(=O)Oc3ccc(Cl)cc3Cl)s2)cs1,-5%,-2%,1%
Cc1cc(C)n2cc(CSc3nnc(-c4ccccc4)o3)nc2n1,7%,2%,-3%
COc1cccc(N2CCN(c3ccc4nnc(CCC(=O)O)n4n3)CC2)c1,/,0%,16%
O=C(COC(=O)Cc1ccc(F)cc1)NC(=O)c1ccccc1,-1%,-3%,0%
Cc1ccc(C(=O)CCC(=O)Nc2ncccc2C)cc1,/,-4%,-14%
CCOC(=O)C1=C(C)Nc2nc3ccccc3n2C1c1ccc(O)cc1 (stereo not given),-7%,/,-4%
COc1ccc(NC(=S)N(Cc2cccc(Br)c2)CC2CCC(C(=O)O)CC2)cc1 (stereo not given),-23%,3%,-3%
COCc1nnc(NS(=O)(=O)c2ccc(C)cc2)s1,1%,0%,-2%
S=c1[nH]nc(-c2cccc3ccccc23)n1-c1cccnc1,-4%,/,-1%
Cc1csc(C(=O)NCC(=O)NNC(=O)c2cccc(Cl)c2)c1,-2%,0%,0%
Cc1ccc(C)c(NC2=C(Cl)C(=O)OC2OC(=O)c2ccco2)c1 (stereo not given),1%,6%,-21%
O=C(Nc1ccc(Cl)c(S(=O)(=O)N2CCOCC2)c1)c1n[nH]c(=O)c2ccccc12,/,0%,18%
CCc1ccc(-c2nc3c(c(SCc4ccccc4)n2)Cc2c(CO)cnc(C)c2O3)cc1,/,5%,11%
Clc1ccc(N2CCOCC2)nn1,-2%,2%,-1%
CC(C)Cn1nc(NC(=O)c2cccc(Cl)c2)c2cc3ccccc3nc21,/,-1%,-3%
COc1ccccc1CCNC(=O)C(=O)NCC1OCCN1S(=O)(=O)c1ccc(Cl)cc1 (stereo not given),-1%,/,-10%
CCOC(=O)CN1N=C(/C=C/c2ccc(C)cc2)CCC1=O,-2%,-4%,-7%
COC(=O)c1ccc(C(=O)OC)c(=O)[nH]1,?,/,-1%
CCN(CC)CCCn1c2c(c(SCC(=O)Nc3cc(C)on3)nc1=O)CCC2,-5%,-2%,2%
Cc1c(CCNC(=O)c2c(F)cccc2F)sc2nc(-c3ccc(F)cc3)nn12,/,3%,19%
Cc1ccc(C)c(N2CCN(S(=O)(=O)CC34CCC(CC3=O)C4(C)C)CC2)c1 (stereo not given),0%,1%,8%
CCOc1ccc(N2C(=O)CC(N(Cc3ccco3)C(C)=O)C2=O)cc1 (stereo not given),12%,10%,0%
CCOC(=O)C1CCN(C(=O)COC(=O)c2ccc(Br)o2)CC1,5%,-7%,10%
Cc1cc(=O)oc2cc(NC(=O)c3cccc(S(C)(=O)=O)c3)ccc12,?,/,-4%
O=c1cnnc(N/N=C/c2c[nH]c3ccccc23)[nH]1,-1%,3%,6%
CC(C)COc1ccc(C(=O)Nc2nnc(S(=O)(=O)N(C)Cc3ccco3)s2)cc1,/,3%,1%
CC(C)CN1C(=O)c2ccc(NC(=O)C3CC3)cc2C1=O,-6%,1%,7%
CCn1cc(C(=O)NCCc2ccc(Cl)cc2)c(=O)c2ccc(C)nc21,0%,/,15%
CC(=O)Nc1ccc(S(=O)(=O)N(Cc2ccccc2)c2ccccc2F)cc1,4%,-5%,-1%
COc1ccc(C2=Nn3c(nnc3-c3cccc(OC)c3)SC2)cc1,5%,15%,/
COc1cc(SC)ccc1C(=O)Nc1c(C)cccc1C,14%,7%,4%
Cc1ccc(C(=O)OCc2cn3ccccc3n2)cc1,5%,1%,-4%
Cc1cccc(-n2c(N)c(C(=O)N3CCN(C)CC3)sc2=S)c1,3%,1%,-11%
COc1ccc(OC)c(-c2c3cc(O)c(=O)cc-3oc3cc(O)c(O)cc23)c1,0%,9%,13µM*
CNC(=S)NNC(=O)c1cc(C(C)(C)C)nn1Cc1ccc(F)cc1,0%,1%,-1%
CCN1CCN(C(CNS(=O)(=O)c2ccc(C)cc2)c2ccccc2)CC1 (stereo not given),-3%,/,-1%
C[C@H](NC(=O)c1ccccc1Cl)C(=O)OCC(=O)N1CC2(C)CC1CC(C)(C)C2 (stereo not given in full),10%,6%,21%
C=CCN(CC=C)CCOc1ccc(C)cc1[N+](=O)[O-],-3%,-13%,11%
CCC(C)Sc1nc2ccccc2n1CC(=O)O (stereo not given),12%,0%,10%
# More compounds:
SMILES,N370S GC mod,TDP1 inh,FEN1 inhibitor
Cc1c(Cl)cccc1N/C(SCC(=O)N1CCCCCC1)=C(/C#N)c1nc2ccccc2s1,20%,7%,-13%
O=C(NN1CCOCC1)c1cc(-c2cccc(Cl)c2)nc2ccccc12,6%,5%,-7%
COc1ccccc1C(=O)NC(CCSC)C(=O)NCC(c1ccccc1OC)N1CCCC1 (stereo not given),6%,0%,-3%
CCOC(=O)N1CCN(c2nc3c(C)cccn3c(=O)c2C=O)CC1,2%,/,-14%
COc1ccc(Cl)cc1C(=O)NNC(=O)c1cccs1,/,-1%,5%
Cc1ccc(-n2c(-c3ccc(Cl)cc3)n[nH]c2=S)cc1,-9%,/,13%
Cc1cccc(NC(=O)N2CCC(c3nc4ccccc4o3)CC2)c1,2%,0%,4%
COc1cccc(CN2CCN(C(=O)c3ccco3)CC2)c1,-4%,5%,18%

# Compounds listed so far that contain a Cl atom (17):
SMILES,N370S GC mod,TDP1 inh,FEN1 inhibitor
Nc1nnc(CSCc2ccc(Cl)cc2Cl)s1,3%,3%,-7%
OCCC1CN(Cc2c(F)cccc2Cl)CCN1C1CCCCC1 (stereo not given),-15%,5%,-12%
Cc1cccc(NC(=O)c2cc(Cl)ccc2[N+](=O)[O-])c1,-1%,3%,1%
Cc1onc(-c2ccccc2Cl)c1C(=O)NCCN1CCOCC1,2%,0%,3%
Cc1nc(-c2ccc(S(=O)(=O)Oc3ccc(Cl)cc3Cl)s2)cs1,-5%,-2%,1%
Cc1csc(C(=O)NCC(=O)NNC(=O)c2cccc(Cl)c2)c1,-2%,0%,0%
Cc1ccc(C)c(NC2=C(Cl)C(=O)OC2OC(=O)c2ccco2)c1 (stereo not given),1%,6%,-21%
O=C(Nc1ccc(Cl)c(S(=O)(=O)N2CCOCC2)c1)c1n[nH]c(=O)c2ccccc12,/,0%,18%
Clc1ccc(N2CCOCC2)nn1,-2%,2%,-1%
CC(C)Cn1nc(NC(=O)c2cccc(Cl)c2)c2cc3ccccc3nc21,/,-1%,-3%
COc1ccccc1CCNC(=O)C(=O)NCC1OCCN1S(=O)(=O)c1ccc(Cl)cc1 (stereo not given),-1%,/,-10%
CCn1cc(C(=O)NCCc2ccc(Cl)cc2)c(=O)c2ccc(C)nc21,0%,/,15%
C[C@H](NC(=O)c1ccccc1Cl)C(=O)OCC(=O)N1CC2(C)CC1CC(C)(C)C2 (stereo not given in full),10%,6%,21%
Cc1c(Cl)cccc1N/C(SCC(=O)N1CCCCCC1)=C(/C#N)c1nc2ccccc2s1,20%,7%,-13%
O=C(NN1CCOCC1)c1cc(-c2cccc(Cl)c2)nc2ccccc12,6%,5%,-7%
COc1ccc(Cl)cc1C(=O)NNC(=O)c1cccs1,/,-1%,5%
Cc1ccc(-n2c(-c3ccc(Cl)cc3)n[nH]c2=S)cc1,-9%,/,13%
